# Screening results (PubChem BioAssay)
# MITF primary: MITF inhibitors, primary screen, biochemical, AlphaScreen, human; Microphthalmia-associated transcription factor (Homo sapiens), O75030; AlphaScreen MITF homodimerization, bead proximity signal; inhibition, % at 2.6 µM; hit rate 0.91% among 650,000; in the data active means inhibition above about 50%;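 further: 0% = vehicle wells with protein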
# FBW7 activator: FBW7 E3 ligase activators, primary screen, biochemical, AlphaScreen, human; F-box/WD repeat-containing protein 7 (Homo sapiens), Q969H0; AlphaScreen FBW7–phospho-cyclin E peptide binding, activator screen; normalized activity (activation), % at 26.1 µM; hit rate 0.13% among 650,000; AID 1259310, 2017; in the data active means normalized activity above about 1.9%;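 further: purified mutant Fbw7 with reduced substrate affinity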
# Target sequence (Q969H0 whole entry, looked up): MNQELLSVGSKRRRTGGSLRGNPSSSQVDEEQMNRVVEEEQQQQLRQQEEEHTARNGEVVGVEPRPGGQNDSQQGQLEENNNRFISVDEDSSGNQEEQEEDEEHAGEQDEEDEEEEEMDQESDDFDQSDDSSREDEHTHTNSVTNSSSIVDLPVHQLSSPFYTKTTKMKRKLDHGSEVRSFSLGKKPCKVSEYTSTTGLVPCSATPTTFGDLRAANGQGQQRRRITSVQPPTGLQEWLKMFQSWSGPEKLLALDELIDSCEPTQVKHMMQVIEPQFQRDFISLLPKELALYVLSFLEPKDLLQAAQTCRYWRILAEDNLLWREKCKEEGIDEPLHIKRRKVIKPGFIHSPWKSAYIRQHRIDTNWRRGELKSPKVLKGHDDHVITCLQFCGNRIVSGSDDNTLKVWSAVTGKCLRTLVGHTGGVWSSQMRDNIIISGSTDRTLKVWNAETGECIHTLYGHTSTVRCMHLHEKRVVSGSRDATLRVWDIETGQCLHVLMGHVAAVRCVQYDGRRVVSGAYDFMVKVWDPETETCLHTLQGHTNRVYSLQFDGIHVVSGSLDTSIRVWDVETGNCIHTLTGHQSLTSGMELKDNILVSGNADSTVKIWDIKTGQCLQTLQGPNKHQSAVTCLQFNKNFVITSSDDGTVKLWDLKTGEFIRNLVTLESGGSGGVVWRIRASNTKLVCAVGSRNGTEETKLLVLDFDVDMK
# TEAD-YAP block: TEAD-YAP interaction inhibition, primary screen, TEAD-YAP interaction inhibitor project, luminescence, HEK-TIYL cells; TEAD-Gal4/YAP UAS-luciferase luminescence; inhibition, % at 9.12 µM; hit rate 1.4% among 640,000; in the data active means inhibition above about 32%;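 further: 0% = median of test compound wells and 100% = reference inhibitor wells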
# GPR151 ag: activators of human GPR151, primary screen, cell-based, PathHunter beta-arrestin, luminescence; PathHunter beta-arrestin GPR151 cells; activation, % at 11.2 µM; hit rate 1% among 650,000; in the data active means activation above about 4.9%;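 further: 0% = median of compound wells and 100% = cells with positive control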
# * hit, by the source's call; / = no result given.
SMILES,MITF primary,FBW7 activator,TEAD-YAP block,GPR151 ag
CC(C)(C)c1ccc(C(=O)NCc2nnc(SCC(N)=O)o2)cc1,3,-0.2,-18,2.6
CSc1ccccc1NC(=O)Cn1cnc([N+](=O)[O-])n1,-12,0.1,13,-0.1
Cc1ccc(NC(=O)C2C3C=CC4(O3)C2C(=O)N(CCCN2CCN(Cc3ccccc3)CC2)C4C(=O)NC2CCCCC2)cc1C (stereo unspecified),-9,0.0,0,0.8
Cc1ccccc1N1C(=O)C(Oc2ccc(Cl)cc2)C1CNCC1CCCO1 (stereo unspecified),8,0.2,-10,-0.1
C[C@H]1NC(=O)[C@@H]2C[C@H](NCc3cn(C)nc3-c3ccccc3)CN2C1=O,2,0.0,-10,-1.4
O=C(c1csc(-n2cccc2)n1)N1CCn2c1nc1ccccc12,1,-0.2,3,-0.9
COc1ccc(C(c2nnnn2C(C)C)N2CCN(c3ccc(F)cc3)CC2)c(OC)c1 (stereo unspecified),-14,-0.1,1,0.2
CCOC(=O)c1cccc(C(=O)Oc2ccc3ccccc3c2Br)n1,11,-0.1,-1,0.8
CC(=O)Nc1ccc(OCC(=O)NCCCc2ccccc2)cc1,-1,0.0,-2,0.3
Cc1cc(=O)[nH]c(N/N=C/c2ccccc2F)n1,10,0.1,-31,-1.8
Cc1ccc(OCC(=O)N(Cc2ccc(C(C)C)cc2)C2CCS(=O)(=O)C2)cc1 (stereo unspecified),-2,0.0,-5,-0.1
CCCCC(=O)Nc1sc(C(C)=O)c(C)c1C(=O)OCC,-6,-0.1,10,-1.0
Cc1ccc(Nc2cc(C(=O)N3CCN(C)CC3)c3ccccc3n2)cc1C,4,-0.1,-4,1.0
CC(=O)N1C(=S)NC(=O)/C1=C\c1ccccc1Cl,23,-0.1,-11,-2.2
COc1ccc(NC(=O)CS(=O)(=O)c2ccc3ccccc3c2)cc1,-3,0.1,11,0.4
COCCNc1nccn2c(-c3ccc4c(c3)OCO4)cnc12,14,-0.1,-37,0.3
Cn1cnc2cc(N=Cc3ccccc3[N+](=O)[O-])ccc21,13,0.1,0,-0.4
Cc1nc2ccccn2c1C(=O)Nc1ccc(CC(=O)NCc2cccs2)cc1,-10,-0.1,55*,-1.1
Cn1c(SCC(=O)N2CCCc3ccccc32)nc2cccnc21,15,0.8,16,0.0
CCCc1[nH]nc2c1C(c1ccc(C)cc1)C(C#N)=C(N)O2 (stereo unspecified),8,-0.2,-13,3.1
COc1ccc(Cl)cc1NC(=O)CSC1=C(C#N)C(c2ccccc2)C(C(=O)Nc2ccccc2)=C(C)N1 (stereo unspecified),-8,-0.1,-5,-0.3
Cc1cc(C)c([N+](=O)[O-])cc1NC(=O)c1cc2c(C)nn(-c3ccccc3)c2s1,-5,-0.2,-6,0.3
O=[N+]([O-])c1ccccc1NCn1cncn1,-1,-0.1,-2,2.4
CCOC(=O)c1ccc(NC(=O)CSc2nc3ccccc3c(=O)n2CCC(=O)NCCc2ccc(OC)c(OC)c2)cc1,-3,-0.2,5,1.2
Cc1onc(-c2c(F)cccc2Cl)c1C(=O)OCC(=O)NCc1cccs1,16,0.5,-4,0.6
# New compounds follow.
SMILES,MITF primary,FBW7 activator,TEAD-YAP block,GPR151 ag
CSc1ccc2nnc(-c3ccccc3)n2n1,-8,-0.1,-16,-0.2
O=C(Nc1ccc(Cl)cc1)C1C2C=CC3(O2)C1C(=O)N(Cc1ccccc1)C3C(=O)NC1CCCCC1 (stereo unspecified),2,0.4,-5,-1.1
Cc1ccc(C(=O)NC(C)c2cnn(-c3ccccc3C)c2C)cn1 (stereo unspecified),7,0.8,24,-1.4
CC(C)CC(NC(N)=O)C(=O)NCCc1ccc(F)cc1 (stereo unspecified),3,0.0,-4,2.7
Oc1ccc(/C=N/Nc2ccc(Cl)cc2)c(O)c1O,20,-0.4,4,-1.1
O=C1C(Nc2ccc(F)c(F)c2)=C(N2CCCC2)C(=O)c2ccccc21,-1,-0.2,-2,-1.4
CCCCN(CC)C(=O)c1ccc(OCC)cc1,5,0.6,2,0.1
Cc1ccc(C)c(NC(=O)Cn2nnc(-c3ccccc3N)n2)c1,2,-0.1,9,-0.3
COc1ccccc1C(=O)NCc1nnc(SCC(=O)N2CCc3ccccc32)n1-c1ccccc1OC,-12,0.0,2,-0.9
COc1cc(/C=N/NC(=O)CNc2cccc3ccccc23)ccc1O,14,0.0,8,0.7
O=C(O)c1ccc(CNCc2ccc(Cl)cc2Cl)cc1,19,0.7,15,8.9*
O=C(O)c1c(CNCCc2ccco2)c2ccccc2n1Cc1ccc(Cl)cc1,-16,-0.3,3,-0.2
O=C1[C@H]2CCn3c(=O)n(Cc4cc5c(cc4Cl)OCO5)c(=O)n3[C@H]2[C@H](O)[C@@H]2O[C@H]12,-7,-0.1,/,1.3
O=C1NN(c2ccccc2)C(=O)/C1=C/c1cc([N+](=O)[O-])ccc1OCc1ccccc1,21,0.1,-4,-0.2
CCCOc1ccc(/C=C2/NC(=S)NC2=O)cc1OC,-7,-0.1,7,-0.4
Cc1nc(-c2ccc(Cl)cc2)n(O)c1C,-4,0.0,2,0.9
COc1cc(Nc2ncnc3c2cnn3-c2ccccc2)cc(OC)c1OC,1,-0.1,15,0.6
COc1ccc(NC(=O)Cn2c(=O)oc3cc(S(=O)(=O)N4CCCC4)ccc32)cc1,5,0.1,14,5.0*
C=CCN1CCN(c2c(Cl)cccc2NC(=O)c2cc3ccccc3[nH]2)CC1,13,0.8,-15,0.0
CCC(C)NC(=O)c1nn2c(C(F)(F)F)cc(-c3ccc(C)cc3)nc2c1Cl (stereo unspecified),7,0.0,6,0.7
O=C(Cc1cc(-c2ccccc2F)on1)N1CCc2ccccc21,-16,-0.1,-4,0.4
CC1CCN(Cc2nnnn2CC(=O)N(C)CC2Cc3ccccc3O2)CC1 (stereo unspecified),18,0.0,4,4.6
CCC(=O)Nc1ccc(NC(=O)c2cccc(Cl)c2Cl)cc1,3,0.2,11,-0.1
COc1ccc(C(=O)N/C(=C\c2ccc(F)cc2)C(=O)Nc2ccc([N+](=O)[O-])cc2OC)cc1,-17,-0.2,6,-0.3
COc1ccc(-c2noc(-c3cccc(F)c3)n2)cc1,30,0.2,-62,-3.5
# (next part)
SMILES,MITF primary,FBW7 activator,TEAD-YAP block,GPR151 ag
COc1ccn2c(C3CCCN(C(C)=O)C3)nc(-c3cccs3)c2c1 (stereo unspecified),10,0.2,-4,-0.4
COc1ccc(CCNc2nc(Nc3ccncc3)nc3c2ncn3C(C)C)cc1,10,-0.1,-5,3.2
CC(=O)Nc1ccc(Br)cc1C(NCC(=O)NN)c1ccccc1 (stereo unspecified),1,0.1,5,2.2
O=C(CCSc1ccccc1)Nc1nc(-c2ccccn2)cs1,-3,-0.2,31,0.0
CC(C)(C)c1ccc(OCC(=O)Oc2ccc3c4c(c(=O)oc3c2)CCC4)cc1,0,-0.1,3,1.0
Cc1cc(C)c2oc(-c3ccc(NC(=O)c4ccc5c(c4)OCCO5)cc3)nc2c1,-6,-0.2,12,1.6
CCCNC(=O)c1cc2n(n1)C(C(F)(F)F)CC(c1ccc3c(c1)OCO3)N2 (stereo unspecified),-2,0.2,-23,0.4
CCc1nn(CC(=O)NC(C)CC)c(=O)c2cc3sccc3n12 (stereo unspecified),-9,-0.1,3,0.9
CCCc1nnc(NC(=O)CCN2C(=O)c3cccc([N+](=O)[O-])c3C2=O)s1,19,0.0,1,-1.0
O=C(Nc1ccc(Oc2ccccc2)cc1)c1snc2c(=O)[nH]cnc12,11,0.0,3,1.6
O=C(O)c1ccc(COc2ccc(Cl)cc2CO)cc1,6,-0.1,-14,-1.0
O=C1OC(c2ccc([N+](=O)[O-])cc2)=N/C1=C/c1ccco1,3,0.0,1,0.0
COc1ccc(C2Nc3ccccc3S(=O)(=O)N2Cc2ccccc2)cc1 (stereo unspecified),7,0.0,2,1.8
S=C(Cc1cccc2c1[nH]c1ccc(Br)cc12)N1CCOCC1,8,0.1,-29,-1.6
O=c1c2sccc2nc(SCc2cccc([N+](=O)[O-])c2)n1C1CC1,-8,0.1,1,-0.4
COc1ccc(C2C(C#N)=C(N)N(c3sc4c(c3C#N)CCCC4)C3=C2C(=O)CC(C)(C)C3)cc1 (stereo unspecified),21,0.4,-14,-0.5
C/C(=N\n1c(-c2ccccc2)n[nH]c1=S)c1cccc([N+](=O)[O-])c1,2,-0.1,7,0.2
CCOc1ccccc1CNC(=O)NCc1noc2ccccc12,8,-0.2,-5,1.0
Cn1c(Nc2cc(NCCCN3CCCC3=O)ncn2)nc2ccccc21,11,0.1,-5,0.3
CCN(c1cccc(C)c1)S(=O)(=O)c1ccc2c(c1)CCN2C(=O)C1CCC1,7,0.5,-9,-0.8
COc1ccc(CCNc2cc(N3CCN(C(=O)c4cccc(F)c4)CC3)ccc2[N+](=O)[O-])cc1OC,-13,0.0,2,2.4
Cc1ccc(Nc2nc(N(C)C)nc3c2cnn3C)cc1C,10,0.2,-10,6.2*
CCCC(=O)Nc1nnc(SCC(=O)N2CCCCC2)s1,-2,-0.1,-8,-0.3
COc1ccc(C2=NN(C)C(=NCc3ccccc3)SC2)cc1,9,0.0,-22,-0.8
CC(=O)C1=C(C)N(Cc2ccccc2)C(=O)C1(NC(=O)C1CC1)C(F)(F)F (stereo unspecified),5,-0.1,-2,1.0

# 3 entries out of the list, sorted by formula weight, largest number first:
SMILES,MITF primary,FBW7 activator,TEAD-YAP block,GPR151 ag
Cn1c(SCC(=O)N2CCCc3ccccc32)nc2cccnc21,15,0.8,16,0.0
CC(=O)Nc1ccc(OCC(=O)NCCCc2ccccc2)cc1,-1,0.0,-2,0.3
O=C(O)c1ccc(CNCc2ccc(Cl)cc2Cl)cc1,19,0.7,15,8.9*

# Complete entries, looked up by structure:
# `COc1ccc(CCNc2cc(N3CCN(C(=O)c4cccc(F)c4)CC3)ccc2[N+](=O)[O-])cc1OC` as listed: MITF primary = -13; FBW7 activator = 0.0; TEAD-YAP block = 2; GPR151 ag = 2.4
# `CCCNC(=O)c1cc2n(n1)C(C(F)(F)F)CC(c1ccc3c(c1)OCO3)N2` (stereo unspecified) as listed: MITF primary = -2; FBW7 activator = 0.2; TEAD-YAP block = -23; GPR151 ag = 0.4
# `CC(=O)C1=C(C)N(Cc2ccccc2)C(=O)C1(NC(=O)C1CC1)C(F)(F)F` (stereo unspecified) as listed: MITF primary = 5; FBW7 activator = -0.1; TEAD-YAP block = -2; GPR151 ag = 1.0

# Later entries
SMILES,MITF primary,FBW7 activator,TEAD-YAP block,GPR151 ag
Cc1ccc(S(=O)(=O)NCCC(=O)NC23CC4CC(CC(C4)C2)C3)cc1C,0,0.1,-5,3.3
CCN1CCN(C(=O)C2CC(c3ccc(OC)cc3)=NO2)CC1 (stereo unspecified),5,0.1,8,-0.7
Cc1onc(-c2c(Cl)cccc2Cl)c1C(=O)NC(=S)N1CCN(c2ccccn2)CC1,1,-0.1,0,0.3
Cc1cc(Cl)ccc1NC(=O)CN(C)S(=O)(=O)c1ccc(Br)cc1,13,0.4,7,0.0
Cc1cc(NC(=O)C(=S)NCc2ccccc2)no1,-2,-0.1,-8,0.4
Cc1ccc(N2C(=O)C(O)=C(C(=O)C(C)(C)C)C2c2ccc([N+](=O)[O-])cc2)cc1 (stereo unspecified),7,0.2,0,-1.6
CCOC(=O)c1cnc2cc(Cl)c(OC)cc2c1NCC1CCCO1 (stereo unspecified),15,0.4,15,-0.9
CCN(CC)c1nc(NCc2cccnc2)nc(N2CCN(c3ccccn3)CC2)n1,7,0.1,-1,6.0*
N#Cc1c(NC(=O)Cn2c(=O)oc3ccccc32)sc2c1CCC2,-6,-0.2,4,0.2
Cc1ccc(Cn2nnc3c(=O)[nH]c(C4CCN(C(=O)C(C)C)CC4)nc32)cc1,-8,-0.1,-2,-1.5
Cn1c(Nc2nc(NCCN3CCOCC3)c3ncn(C4CCCCC4)c3n2)nc2ccccc21,-4,0.2,-5,-0.4
CCOc1ccccc1NC(=O)c1cc(S(=O)(=O)N2CCN(c3ccccn3)CC2)ccc1F,1,-0.2,-1,-0.1
CS(=O)(=O)c1cnc2ncnn2c1C1CCCN(C(=O)c2ccccc2F)C1 (stereo unspecified),14,-0.1,11,-0.1
O=C1NC(=O)C2C1C(c1ccc(O)cc1)NN2Cc1ccccc1 (stereo unspecified),-9,-0.1,7,-0.3
CN(C)/C(=N/S(=O)(=O)c1ccccc1)c1ccccc1Cl,16,0.0,3,-0.8
Cc1ccc(-c2nc3cccnc3nc2-c2ccc(C)cc2)cc1,-16,-0.1,1,1.6
CSc1nc(-c2ccc(Br)cc2)c(C#N)c(=O)n1C,5,-0.2,-2,-0.2
COc1c(C)cccc1C(=O)Nc1ccccc1C(=O)Nc1cccc(C)n1,3,0.1,16,2.7
N#CCSc1nc2cc(C(=O)N3CCCCC3)ccc2c(=O)n1-c1ccccc1,11,0.0,15,1.0
Cc1cc(C)n(CCNC(=O)c2ccc(CN3CCCC(c4ccccc4)CC3)[nH]c2=O)n1 (stereo unspecified),10,0.3,-17,0.2
COc1cc2c(cc1OC)C(=O)OC(=N)CN2,0,-0.2,-5,1.9

# This is a random part of the collection; about 3.5% have a hit in one of these screens.
